Assay outcomes deposited in PubChem by several laboratories.
GPR35 antagonists: inhibition of zaprinast-stimulated GPR35 beta-arrestin translocation – imaging, U2OS, beta-arrestin-GFP, zaprinast agonist, primary screen (AID 2058); U2OS GPR35 beta-arrestin-GFP translocation imaging, zaprinast antagonism; higher % means a stronger effect; one-dose inhibition, % at 10 µM; IC50 in µM for titrated hits; 290,000 tested, 0.052% active;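 active = inhibition of at least 50% with at least 30 cells and total cytoplasm GFP at most 10,000,000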
GPR55 LPI antagonism: inhibition of LPI-stimulated GPR55 beta-arrestin translocation – imaging, U2OS, beta-arrestin-GFP, LPI agonist, primary screen (AID 2013); U2OS GPR55 beta-arrestin-GFP translocation imaging, LPI antagonism; higher % means a stronger effect; inhibition, % at 10 µM; hits with a dose series show IC50 in µM; 290,000 tested, 0.13% active;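 active = spots per cell inhibited over 60%, with over 100 cells counted and total cytoplasm intensity under 500,000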;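 note: U2OS cells stably carrying GPR55 and arrestin-GFP stimulated by 5 µM LPI near EC80; imaged beta-arrestin-GFP aggregate spots per cell after agonist stimulation; plate controls were LPI-stimulated DMSO wells for no effect and DMSO wells without LPI for full effect; some results filed as inactive read as strong as hits; confirmed hits need IC50 under 10 µM and bright autofluorescent wells are also inconclusive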
MgcRacGAP inhibition: MgcRacGAP GTPase-activating activity inhibitors, confirmation, biochemical, ADP Hunter fluorescence. MgcRacGAP-stimulated Rac1 GTP hydrolysis, ADP Hunter fluorescence; higher % means a stronger effect; GST-tagged Rac1 F28L mutant substrate. one-dose inhibition, % at 30 µM; IC50 in µM for titrated hits. 340,000 tested, 0.6% active. AID 624330;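 active = first-screen hits whose inhibition reached a set limit at any dose in the follow-up dose series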;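 note: fluorescence reports GDP produced by GAP-driven GTP hydrolysis; strong numbers were not always called active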
T cell HTS: modulates CD8 T cell binding to vesicles; 2C CD8+ T cell-vesicle binding, flow cytometry; hits give low values; calls only at 7 µM; 330,000 tested, 0.068% active;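 active = response, share of CD8 T cells binding vesicles, and their 90th percentile fluorescence all below set limits, cut at about 80% in these data, passing the limit was not always enough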
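material = purified 2C TCR transgenic mouse naive CD8+ T cells | controls = Unloaded micro-vesicles (low), QL9 vesicles with 0.7% DMSO (high) | detection = cytometric PE anti-B7-1 and Alexa647 anti-CD8 signals after 1% paraformaldehyde fixation | incubation = binding step 1.5 h, 37 °C, antibody labelling 20 min, ice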
GPR55 activation: selective activators of receptor GPR55 – imaging, U2OS cells, beta-arrestin-GFP redistribution, primary screen (AID 1961); one-dose activation, % at 10 µM; EC50 in µM for titrated hits; U2OS GPR55 beta-arrestin-GFP redistribution imaging; higher % means a stronger effect; 290,000 tested, 0.048% active;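 active = activation above 40% with more than 50 cells counted in the well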;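 note: U2OS osteosarcoma cells stably expressing GPR55 and beta-arrestin-GFP; plate controls were DMSO negative control for no effect and LPI positive control for full effect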
Hep lipid drop: modulators of hepatic lipid droplet formation; inhibition, % at 6.5 µM; AID 1656; 240,000 tested, 0.4% active; AML12 mouse hepatocytes, oleate lipid droplets, BODIPY imaging;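 active = lipid droplet intensity inhibited by at least 50%, with more than 500 cells counted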
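Assay system: AML12 hepatocytes (mouse); Probe or stimulus: oleic acid at 100 µM to induce lipid droplet formation; Dosing: compound at 6.5 µM only; Schedule: compound with oleate, overnight; Detection: fluorescence imaging, 20x objective, two fields per well; Measure: % inhibition of lipid droplet signal.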
NTR1 agonist: agonists of NTR1, primary screen, imaging, U2OS cells, beta-arrestin-GFP, high content (AID 493036); P30989; NTR1-U2OS beta-arrestin-GFP spot imaging, agonist mode; activation, % at 20 µM; 330,000 tested, 0.17% active;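 active = activation at or above 40% of the spot to cytoplasm intensity ratio, with at least 20 cells analyzed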;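 note: 0% = DMSO without peptide and 100% = 100 nM NTR1 peptide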
Target sequence (P30989 whole entry, looked up): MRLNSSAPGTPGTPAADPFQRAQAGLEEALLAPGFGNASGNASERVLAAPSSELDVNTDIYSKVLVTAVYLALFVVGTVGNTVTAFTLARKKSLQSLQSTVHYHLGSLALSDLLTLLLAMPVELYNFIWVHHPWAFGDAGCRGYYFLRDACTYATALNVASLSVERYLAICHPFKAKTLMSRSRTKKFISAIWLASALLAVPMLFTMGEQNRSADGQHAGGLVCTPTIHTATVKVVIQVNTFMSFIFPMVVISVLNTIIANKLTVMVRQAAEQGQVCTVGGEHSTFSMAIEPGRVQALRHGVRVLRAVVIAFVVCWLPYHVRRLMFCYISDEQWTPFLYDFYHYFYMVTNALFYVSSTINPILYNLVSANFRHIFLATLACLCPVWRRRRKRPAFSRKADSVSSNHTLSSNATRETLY
Large T inhibition: TAg ATPase/helicase activity blockers – biochemical (AID 1903) | SV40 large T antigen ATPase/helicase inhibition assay; higher % means a stronger effect | inhibition, % at 20 µM; hits with a dose series show IC50 in µM | 310,000 tested, 0.39% active; in the data active = a potency from the dose series; note: strong numbers were not always called active
LYP phosphatase: PTPN22 lymphoid phosphatase activity blockers – biochemical, fluorescence intensity, uHTS (AID 1779) | recombinant LYP phosphatase, fluorescence intensity; higher % means a stronger effect | one-dose inhibition, % at 11.5 µM; IC50 in µM for titrated hits | 290,000 tested, 0.054% active; in the data active = inhibition above about 50%;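 note: plate controls were vehicle with enzyme for no effect and no enzyme for full effect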
Hep lipid drop cells 6.5 µM: also measured in Hep lipid drop; calls as there; cell count; measured here: cell count, cytotoxicity flag;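 cells counted across two imaged fields per well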
T cell HTS vesicle-bound %: further read-out of T cell HTS, marked with its call; double positive events, %; measured here: CD8+ vesicle-bound cell fraction;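 binding gate set so that unloaded-vesicle control wells show 10% double positive cells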
NTR1 agonist cell count 20 µM: also measured in NTR1 agonist; calls as there; cell count; measured here: cell count, cytotoxicity flag
Numbers without * were called inactive; i = inactive; nt = no result given; & = joins results of further samples.

SMILES | GPR35 antagonists | GPR55 LPI antagonism | MgcRacGAP inhibition | T cell HTS | T cell HTS vesicle-bound % | GPR55 activation | Hep lipid drop | Hep lipid drop cells 6.5 µM | NTR1 agonist | NTR1 agonist cell count 20 µM | Large T inhibition | LYP phosphatase
COCCCNC(=O)/C(C#N)=C/c1cc(C)[nH]c1C | -6% | -7% | 1% | i | 24 | -0.1% | 1 | 664 | 2.0 | 55 | 9% | -5%
CCCn1c2c(c(O)c(C(=O)Nc3nccs3)c1=O)CCCC2 | -14% | 9% | 12% | i | 18 | 0.1% | nt | nt | 3.8 | 44 | 6% | -4%
Clc1ccc(-c2cnc(Oc3ccccc3)nc2)cc1 | 5% | 4% | 2% | i | 33 | 0.0% | nt | nt | 1.4 | 42 | 9% | -6%
O=C(NNC1=C(C(=O)C(F)(F)F)CCC1)c1cccc(Cl)c1 | -3% | 8% | 17% | i | 18 | -0.1% | 0 | 766 | -0.4 | 27 | -6% | -3%
COc1ccc(N=Cc2cc(Cc3ccccc3Cl)cc([N+](=O)[O-])c2O)cc1OC | -21% | 1% | 7% | i | 57 | -0.4% | 0 | 735 | 2.1 | 62 | 13% | 7%
COCCOC(=O)C1=C(C)NC2(O)c3ccccc3C(=O)C12O (centres undefined) | -2% | 2% | 1% | i | 23 | -0.5% | -2 | 741 | 2.0 | 79 | 8% | -8%
Cc1c(NC(=S)N/N=C/C=C/c2ccccc2)c(=O)n(-c2ccccc2)n1C | 3% | -4% | -3% | i | 56 | -0.2% | -9 | 734 | -0.6 | 63 | 6% | 11%
COc1ccc2c(=O)c(-c3cnn(-c4ccccc4)c3)c(C)oc2c1 | -6% | 17% | -2% | i | 5 | -0.1% | nt | nt | 4.8 | 48 | 11% | -6%
Fc1ccc(CSc2ccc(-c3ccco3)nn2)cc1 | -12% | 2% | 5% | i | 54 | -0.1% | 14 | 716 | 0.0 | 31 | -1% | 12%
COC(=NC(C)C)NC(C)C | 10% | -5% | nt | i | 24 | -0.1% | 5 | 764 | 0.4 | 51 | -3% | -6%
Cc1ccc(C(=O)Nc2cccc(C(F)(F)F)c2)cc1Nc1cnccn1 | -2% | -2% | 7% | i | 40 | -0.1% | -4 | 691 | 1.5 | 63 | 25% | 5%
CCC(CC)COC(=O)C1=C(C)NC(=O)NC1c1ccc(N(C)C)cc1 (centres undefined) | -11% | 5% | 3% | i | 70 | -0.1% | -4 | 792 | 0.9 | 66 | 9% | -5%
CC(=O)Nc1ccc(S(=O)(=O)Nc2ccc(Cc3ccncc3)cc2)cc1 | 6% | -10% | 4% | i | 20 | 0.5% | -11 | 771 | 0.4 | 52 | 3% | -12%
CCC(=C(c1ccc(OC)cc1)c1ccc(OC)cc1)c1cn(CC(O)CN(CCO)CCO)c2ccccc12 (centres undefined) | -7% | 36% | 4% | i | 29 | -0.5% | 13 | 609 | 3.1 | 37 | 1% | -3%
Cc1cc(NC(=O)CCC(=O)N(Cc2ccccc2)C2(C(=O)NC3CCCCC3)CCCC2)no1 | -14% | 6% | 2% | i | 46 | 0.2% | -16 | 601 | 1.8 | 56 | 0% | -4%
O=C1Nc2ccc(Cl)cc2[C@@](C#CC2CC2)(C(F)(F)F)O1 | -7% | 10% | nt | i | 26 | -0.5% | -2 | 719 | 12 | 71 | 1%&4% | -3%
Cc1ccc(C)c(CSC2=NCCN2C(=O)c2cccs2)c1 | -6% | -3% | -1% | i | 12 | 0.1% | 7 | 672 | 3.3 | 62 | 5% | 3%
CCN(CC)S(=O)(=O)c1cc(C(=O)Nc2cc(C)[nH]n2)ccc1Cl | 15% | 18% | -6% | i | 51 | -0.1% | nt | nt | 0.5 | 104 | 3% | -8%
COc1ccc(CCNc2nc(C)cc(C)n2)cc1OC | 15% | -7% | 16% | i | 60 | -0.1% | 2 | 848 | 0.3 | 41 | 6% | -5%
Cc1ccc(S(=O)(=O)Nc2ccc3c(c2)nc2n3CCN(Cc3ccccc3)C2)cc1 | -10% | 12% | 2% | i | 42 | -0.2% | nt | nt | 2.3 | 74 | 4% | -2%
COc1ccccc1OCCCN1C(=O)C(=O)c2cccc(C)c21 | 5% | -1% | 2% | i | 11 | -0.2% | -5 | 685 | 2.5 | 50 | 16% | 0%
COc1ccccc1CNC(=O)C1CCN(S(=O)(=O)c2cccc([N+](=O)[O-])c2)CC1 | -13% | 6% | 6% | i | 20 | 1.3% | 2 | 738 | 4.8 | 38 | 6% | -8%
CN1CCN(C(=O)/C=C\c2ccc(Cl)cc2)CC1 | 11% | 12% | 6% | i | 33 | -0.5% | -22 | 709 | -0.6 | 47 | -3% | -9%
COc1ccccc1C(=O)N/C(=C\c1cn(C)c2ccccc12)C(=O)NCCCN1CCOCC1 | -5% | 3% | 15% | i | 16 | -0.2% | 0 | 692 | 1.1 | 45 | 11% | -6%
Cc1cc(C)n(C(CC(=O)N2CCc3ccccc3C2)C(=O)O)n1 (centres undefined) | 1% | -1% | 3% | i | 53 | -0.2% | nt | nt | -1.0 | 95 | 4% | -8%
COC(=O)CC(c1ccc(C(C)C)cc1)n1cccc1 (centres undefined) | -4% | 14% | 3% | i | 3 | 0.8% | 5 | 712 | 0.4 | 34 | 2% | 0%
Cc1ccc(N=Nc2c(N)[nH]n3c(=O)cc(-c4ccccc4)nc23)cc1 | 2% | 18% | 8% | i | 37 | 0.2% | nt | nt | 4.5 | 70 | 13% | 8%
Cc1nc2nc[nH]n2c(=O)c1C/C=C/c1ccccc1 | -10% | -9% | 3% | i | 56 | 0.4% | 1 | 656 | 0.6 | 27 | 0% | -3%
COC(=O)C1=C(C)Nc2c(c(=O)n(C)c(=O)n2C)C1c1ccc(Cl)cc1 (centres undefined) | 1% | 22% | 15% | i | 41 | 0.0% | 8 | 729 | -1.4 | 56 | 16% | -4%
Cc1ccc(/C=N/n2c(-c3ccc(Cl)cc3)n[nH]c2=S)o1 | 0% | 3% | 12% | i | 2 | -0.1% | 11 | 708 | 1.0 | 54 | 13% | -5%
CCOC(=O)c1c(C)c(C(=O)NCCN2CCOCC2)c(C)n1C | -5% | -2% | 4% | i | 53 | 2.5% | -3 | 786 | -1.1 | 59 | 1% | 0%
CCc1ccc(N/C(SCc2ccccc2C)=C(/C#N)C(=O)NCc2ccco2)cc1 | -12% | 8% | 6% | i | 29 | 0.2% | nt | nt | 4.9 | 65 | 0% | 2%
C[n+]1ccc(/C=C/c2cccs2)cc1 | -9% | 0% | 13% | i | 46 | -0.3% | 7 | 715 | -0.6 | 66 | 18% | -4%
Cc1[nH]nc2c1C(=O)CC(C)(C)C2 | 14% | 1% | 6% | i | 44 | -0.1% | 4 | 551 | 4.4 | 40 | 14% | 1%
CCC(C(=O)OCC(=O)Nc1cc(OC)ccc1OC)c1ccccc1 (centres undefined) | 11% | 15% | -6% | i | 22 | 2.0% | -5 | 539 | 0.8 | 34 | 1% | 5%
CC1Cc2ccccc2N1S(=O)(=O)c1cccc(C(=O)N2CCN(c3ncccn3)CC2)c1 (centres undefined) | -3% | 10% | 3% | i | 34 | 0.6% | -19 | 701 | 0.0 | 33 | 5% | 2%
CCOC(=O)CN1C(=O)N(CC)C(C)=C(C(=O)OC)[C@@H]1c1ccccc1 | 3% | 4% | 10% | i | 13 | 0.4% | nt | nt | 1.5 | 64 | 3% | -8%
COc1cc(-c2nc3n(n2)C(c2ccncc2)C(C(N)=O)=C(C)N3)cc(OC)c1OC (centres undefined) | 5% | 31% | 9% | i | 45 | -0.1% | nt | nt | -1.0 | 85 | -3% | -3%
Cc1nc2ccc(NC(=O)N3CCCCC3)cc2nc1C | 2% | 0% | 12% | i | 27 | 0.5% | -7 | 739 | -1.3 | 42 | 1% | -1%
CC1(c2ccccc2)NC(=O)N(CC(=O)Nc2ccc(N3CCOCC3)cc2N2CCOCC2)C1=O (centres undefined) | nt | nt | 2% | i | 33 | nt | nt | nt | -0.1 | 54 | 17% | nt
Cc1ccc(S(=O)(=O)N(c2nc(NC(C)C)nc(NC(C)C)n2)n2cnnc2)cc1 | 11% | -4% | 3% | i | 5 | 0.1% | 17 | 681 | 1.0 | 52 | 19% | -3%
COc1ccc(/C=C(/NC(=O)/C=C/c2ccccc2)C(=O)O)cc1 | -4% | 1% | 0% | i | 27 | 0.0% | 0 | 735 | 0.5 | 41 | -4% | -5%
Cc1ccc(S(=O)(=O)N2CCN(C(=O)CNC(=O)c3sc4ccccc4c3Cl)CC2)cc1 | nt | nt | 4% | i | 55 | nt | nt | nt | 3.3 | 64 | 3% | nt
O=C(Nc1ccccc1C(F)(F)F)C1CC(=O)N(c2ccccc2F)C1 (centres undefined) | -11% | -23% | -4% | i | 13 | -0.5% | -1 | 619 | -1.3 | 83 | 11% | -2%
NNC(=O)c1csc(Cc2c(Cl)sc3ccc(Cl)cc23)n1 | 9% | -5% | -1% | i | 37 | -0.2% | 5 | 766 | 2.8 | 68 | 6% | -1%
COc1ccc2c(c1)-c1c(ssc1=S)C(C)(C)N2 | 1% | -11% | 29µM* | i | 26 | -0.4% | 4 | 765 | 0.9 | 46 | 22% | -3%
C=CCn1c(CSc2nc3ccccc3s2)n[nH]c1=S | 3% | -14% | 3% | i | 2 | 17% | nt | nt | 1.0 | 45 | 9% | -5%
Cc1cccc(Cn2c(=O)n(Cc3ccco3)c(=O)c3ccccc32)c1 | -19% | 14% | -4% | i | 27 | -0.2% | -2 | 647 | -0.4 | 58 | 3% | 5%
CC(C)Oc1ccc(C(CC(=O)O)NC(=O)Cc2ccc(Cl)cc2)cc1 (centres undefined) | 9% | 9% | 9% | i | 4 | -0.1% | -1 | 847 | 2.1 | 38 | 3% | -6%
COc1cc(/C=N/N(C)c2ccccc2)cc(Cl)c1O | -14% | 1% | 38µM* | i | 13 | -0.1% | -11 | 794 | 4.8 | 74 | 19% | -1%

Compounds as they come. Share with any hit: about 1.8%.
